PKM2 activator – increases activity of human pyruvate kinase M2 | AID 1631 | purified PKM2, Kinase-Glo ATP luminescence, activation; response scale: 0% is enzyme alone, no compound | actives 0.34% (n = 260,000) | Potency, µM (highest dose often 57.5 µM), for inactives: top-dose activation, actives largely listed as activators | P14618; note: potency is the fitted concentration of half-maximal effect; % is set by controls: 0 for no effect and ±100 for the full control effect; nearly all actives have a fitted effect of over 55% in size
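hPK-M2, >95% pure; 0.1 mM ADP / 0.5 mM PEP final; imidazole pH7.2 buffer w/ 7 mM MgCl2, 50 mM KCl; 1 h RT; Kinase-Glo lum. Intermediate enzyme activity for dual inhibitor/activator qHTS.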
USP2a block – inhibitors of human ubiquitin-specific protease USP2a | USP2 core, Ub-CHOP2 coupled fluorogenic reporter, 485/531 | Potency, µM (titrated, usually from 38.3 µM), for inactives: at the top dose activity change, negative = inhibition, hits mostly inhibitors | actives 0.01% (n = 330,000) | AID 463254 | O75604;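 note: potency is the fitted concentration of half-maximal effect; plate controls were DMSO wells for no effect and full inhibition by NEM control for full effect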
Target sequence (O75604 whole entry, looked up): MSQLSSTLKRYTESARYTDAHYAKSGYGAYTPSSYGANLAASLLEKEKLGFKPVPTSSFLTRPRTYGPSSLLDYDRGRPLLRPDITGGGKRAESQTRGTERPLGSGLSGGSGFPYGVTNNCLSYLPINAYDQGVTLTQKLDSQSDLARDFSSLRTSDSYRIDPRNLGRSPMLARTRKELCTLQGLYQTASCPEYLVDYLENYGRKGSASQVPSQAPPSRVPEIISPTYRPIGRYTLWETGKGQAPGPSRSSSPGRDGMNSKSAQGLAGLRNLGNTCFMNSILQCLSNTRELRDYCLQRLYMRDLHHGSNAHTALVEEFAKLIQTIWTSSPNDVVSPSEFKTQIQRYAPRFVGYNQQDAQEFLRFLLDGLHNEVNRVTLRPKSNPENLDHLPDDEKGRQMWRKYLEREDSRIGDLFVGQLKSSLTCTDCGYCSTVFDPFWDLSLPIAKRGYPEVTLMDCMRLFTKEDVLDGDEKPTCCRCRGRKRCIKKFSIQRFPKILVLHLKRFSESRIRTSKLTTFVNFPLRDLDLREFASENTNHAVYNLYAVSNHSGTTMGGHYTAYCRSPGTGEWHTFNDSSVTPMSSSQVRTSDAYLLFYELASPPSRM
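Cell-free coupled assay: 10nM USP2 core preincubated 30min RT with compound in Tris-HCl pH 8.0/CaCl2/CHAPS buffer, then 25nM Ub-CHOP2 and 25nM reporter substrate; fluorescence (Ex 485/Em 531) read after 60min RT, normalized to NEM inhibition, concentration-response curves fitted.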
KCNH2 WT inh – blocks the wildtype human KCNH2 potassium channel; actives 0.37% (n = 340,000); Q12809; AID 720551; activity change, % at 1.84 µM; U2OS, BacMam KCNH2, thallium flux FluxOr; stronger effect = lower value;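 active = maximum activity change below -70%; inconclusive = maximum activity change between -70% and -50%; inactive = maximum activity change above -50%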; note: % is set by controls: 0 for no effect and ±100 for the full control effect
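U2OS cells transduced with wild-type KCNH2 virus are loaded with FluxOr dye for 45 min, and thallium flux is measured in kinetic reads before and after stimulation buffer. Rate constants are normalized to DMSO controls.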
MLL CXXC-DNA inh – MLL CXXC-DNA interaction inhibition | Q03164 | MLL-CXXC / FITC-HOXA9 DNA fluorescence polarization | Potency, µM (series often up to 115 µM), for inactives: at the top dose activity change, negative = inhibition, most hits filed as inhibitors | actives 0.037% (n = 290,000); active = well fitted inhibition curve with a large enough effect in the polarisation, with a control signal flat, not every such curve was filed as active; inconclusive = small, poorly fitted or top-dose-only effect, or effect the other way, or a change in a side signal; inactive = no such curve, though single readings can be large or run the other way; the % refers to the polarisation; note: potency is the fitted concentration of half-maximal effect
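Fluorescence polarization: 7 uM MLL-CXXC (stock) preincubated 5 min with compounds, then 50 nM fluorescein-HOX-A9 DNA (stock) added; 30 min ambient. Buffer 50 mM Tris-HCl pH 7.5, 50 mM NaCl, 1 mM DTT, 0.05% BSA.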
Menin MLL FP TR – menin-MLL binding inhibition, Texas Red mutant peptide | Menin + Texas Red MLL mutant peptide, fluorescence polarization | Potency, µM (top dose mostly 61.6 µM), for inactives: at the highest dose FP activity change, negative = inhibition, most hits filed as inhibitors | actives 0.23% (n = 270,000) | AID 1768; active = well fitted inhibition curve with a large enough effect in the polarisation, with a control signal flat, not every such curve was filed as active; inconclusive = small, poorly fitted or top-dose-only effect, or effect the other way, or a change in a side signal; inactive = no such curve, though single readings can be large or run the other way; the % refers to the polarisation; note: potency is the fitted concentration of half-maximal effect; % of control where 0% means no effect; many of its hits are not listed in these tables
KCNH2 3.1 block – blocks the human KCNH2 3.1 channel isoform; U2OS KCNH2 3.1, thallium flux FluxOr; stronger effect = lower value; activity change, % (tested at about 1.8 µM); actives 0.95% (n = 340,000); AID 720553;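 active = maximum activity change below -70%; inconclusive = maximum activity change from -70% to -50%; inactive = maximum activity change above -50%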;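 note: thallium influx rate constant from kinetic fluorescence after stimulation buffer; % is set by controls: 0 for no effect and ±100 for the full control effect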
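Virally transduced U2OS (3.1 isoform, 4 h infection in dark at RT) → overnight 37 C → FluxOr + Red40 in HBSS/HEPES, 45 min → stimulation buffer, 2 min kinetic read → rate constant vs DMSO controls.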
FBPA coupling cs – counter-screen for Giardia aldolase inhibitors: coupling enzyme system; coupling enzyme system counterscreen, AmpLite Red fluorescence; activity change, negative = inhibition, % at 58.2 µM, hits read low; actives 0.67% (n = 290,000); in the data active = activity change below about -30%; note: % is set by controls: 0 for no effect and ±100 for the full control effect
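Counterscreen lacking aldolase: glyceraldehyde-3-phosphate coupling-enzyme reagent preincubated 10 min at RT with compound (at 57.5 uM final), then substrate/coupling system with AmpLite Red added; fluorescence read at 525/598 nm after 20 min RT.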
Giardia killer – Giardia lamblia killing | AID 540267 | actives 0.15% (n = 340,000) | activity change, % at 7.66 µM, hits read low | Giardia lamblia trophozoite viability; in the data active = activity change below about -80%; inconclusive = between about -30% and that limit;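 note: parasites exposed to compound for two days anaerobically before the ATP read; % is set by controls: 0 for no effect and ±100 for the full control effect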
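ATP-content bioluminescence gauges trophozoite survival. Cells (100/well) receive compound and incubate anaerobically for 48 hrs at 37 deg C; detection reagent follows for 15-30 min at room temperature.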
GALK inhibitor – blocks human galactokinase activity; actives 0.007% (n = 270,000); Potency, µM (titrated, usually from 57.5 µM), for the others: at the highest dose activity change, negative = inhibition, most hits filed as inhibitors; Purified GALK, Kinase-Glo residual ATP luminescence; P51570; note: potency is the fitted concentration of half-maximal effect; % is set by controls: 0 for no effect and ±100 for the full control effect
Target sequence (P51570 whole entry, looked up): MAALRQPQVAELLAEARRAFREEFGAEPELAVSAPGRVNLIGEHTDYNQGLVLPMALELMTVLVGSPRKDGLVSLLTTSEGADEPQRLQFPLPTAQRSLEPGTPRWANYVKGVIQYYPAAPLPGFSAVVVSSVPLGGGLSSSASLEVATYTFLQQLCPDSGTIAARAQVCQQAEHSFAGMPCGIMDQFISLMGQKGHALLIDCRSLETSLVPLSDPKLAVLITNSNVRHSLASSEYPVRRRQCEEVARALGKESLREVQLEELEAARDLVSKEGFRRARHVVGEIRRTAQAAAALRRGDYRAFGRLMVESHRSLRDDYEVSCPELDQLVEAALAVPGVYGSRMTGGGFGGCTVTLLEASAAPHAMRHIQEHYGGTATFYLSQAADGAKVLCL
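5 nM enzyme, 35 uM ATP, 100 uM galactose, 20 mM HEPES pH8.0, 5 mM MgCl2; 1 h RT; residual ATP by Kinase-Glo Plus luminescence, qHTS format.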
B2AR arrestin – beta2AR (human) beta-arrestin recruitment activity | P07550 | beta-arrestin recruitment to beta2AR, cell-based reporter | Potency, µM (series often up to 46.1 µM), without a hit: at the highest dose activation, hits mostly activators | actives 0.02% (n = 330,000) | AID 492947;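 note: potency is the fitted concentration of half-maximal effect; 0% = DMSO controls and full agonism = EC100 isoproterenol or metaproterenol; nearly all actives have a fitted effect of over 65% in size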
TRPV1 agonist – agonists of human vanilloid receptor 1 (TRPV1) | actives 0.19% (n = 320,000) | TRPV1-expressing cells, Fluo-8 calcium influx, agonist mode | activation, % at 8.33 µM | Q8NER1; in the data active = activation above about 80%; inconclusive = between about 30% and that limit; note: 0% is about no effect
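Fluo-8 calcium influx in TRPV1-expressing cells, kinetic read (ex 480/em 520 nm). Compound added and read 3 min for agonist activity, followed by capsaicin at EC20 final and 2 min further read for enhancement.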
* hit, by the source's call; u = inconclusive; x = no result given; [ ] = remark or other dose. Unless noted, calls come from the whole dose curve; as a rule, active = well fitted curve in the direction sought with a large enough effect; inconclusive = small, poorly fitted or top-dose-only effect, or another doubt; inactive = no such curve, though single readings can be large; an effect the other way counts as inactive or inconclusive. Some of the compounds tested; the hit share may differ from the screen's.

Compound,PKM2 activator,Menin MLL FP TR,GALK inhibitor,MLL CXXC-DNA inh,TRPV1 agonist,Giardia killer,KCNH2 3.1 block,FBPA coupling cs,B2AR arrestin,USP2a block,KCNH2 WT inh
O=C(NCc1ccc(Cl)cc1)C(=O)NCC1OCCN1S(=O)(=O)c1ccc2c(c1)OCCO2 (stereo unspecified),-1%,10%,x,-5%,0,0,24,-3,-0.7%,-5%,8
S=C(NC1CCCC1)NC1CCCC1,5%,-17%,-3%,2%,15,4,-43,0,-0.3%,2%,4
Cc1[nH]cc(Br)c(=O)c1Oc1ncc(C(F)(F)F)cc1Cl,0%,-15%,-7%,3%,3,12,x,1,0.1%,0%,17
Cc1ccc(S(=O)(=O)/N=C(/c2ccccc2)N(C)c2ccc(O)cc2)cc1,0%,-21%,1%,-3%,-4,3,-3,7,0.1%,-1%,-13
C#CCOCCOCCOCCNc1nc(N2CCOCC2)nc(N2CCN(C(=O)[C@H]([C@@H](C)CC)n3cc([C@@H](N)CC(C)C)nn3)CC2)n1,-1%,-21%,0%,-9%,1,8,9,1,10%,3%,-4
Cn1ccc(C(=O)Nc2sc3c(c2C#N)CCC3)n1,x,x,-4%,-7%,16,-13,-6,x,0.5%,1%,-12
Cc1ccc(CC(=O)Nc2ccc(Cl)cn2)cc1,0%,8%,-3%,-1%,18,-16,5,-1,-0.1%,3%,5
CCOC(=O)CCc1c(C)c2ccc(OCc3cc([N+](=O)[O-])ccc3OC)c(C)c2oc1=O,-6%,17%,-2%,3%,1,x,x,1,-2.0%,4%,x
CCN=c1sc(C(=O)NCCc2ccccc2)cc(=O)n1CC,30%,0%,1%,10%,-2,-22,14,6,2.0%,3%,-14
CC(/C=N/N1CCN(c2ccccc2)CC1)=C\c1ccco1,-24%,19%,x,5%,0,-1,-6,-1,-0.8%,5%,-10
COc1ccc(F)cc1C(=O)C1CCCN(C(=O)C2=C(C)OCCO2)C1 (stereo unspecified),-3%,2%,0%,-1%,0,0,-2,2,-0.8%,6%,-3
Cc1cc(C)cc(NC(=O)CN2CCN(c3ccccn3)CC2)c1,0%,-7%,3%,-2%,-2,-5,0,0,0.2%,3%,-5
COC(=O)c1sc(N(C)C)c(C#N)c1-c1ccccc1,-2%,x,5%,-3%,8,-16,-12,8,-0.1%,4%,-1
Cc1ccc(S(=O)(=O)c2nc(S(=O)(=O)c3ccc(C)cc3)c(N3CCN(CCO)CC3)s2)cc1,x,x,-7%,62%[activator],3,18,-4,x,-0.5%,1%,33
Cc1nc(/C=C\C(=O)O)c2cc(C)oc2n1,1%,5%,-4%,-5%,1,-6,-1,0,0.3%,4%,-3
O=S(=O)(/C=C/c1ccccc1)N1CCN(c2nc(-c3cccnc3)nc3ccccc23)CC1,1%,1%,5%,u,3,-12,u,5,0.4%,0%,-6
COC(=O)CN(c1ccc(C)cc1)S(=O)(=O)c1c(C)[nH]c(=O)[nH]c1=O,-4%,0%,5%,10%,-3,11,-19,6,0.1%,3%,4
COc1ccccc1N(C)S(=O)(=O)c1ccc(C(=O)N2CCC(C(N)=O)CC2)cc1,1%,x,-4%,1%,-2,2,-4,-1,-0.7%,-1%,12
Cc1ccc(S(=O)(=O)/N=C(/c2ccccc2)N2CCOCC2)c(C)c1,8%,-11%,0%,-1%,2,-20,0,-1,0.1%,0%,-7
CCOC(=O)C1=CN(Cc2ccco2)S(=O)(=O)N(CC)C1c1ccccc1 (stereo unspecified),x,x,x,x,x,5,2,x,0.1%,-11%,1
S=c1[nH]nc(-c2n[nH]c3c2CCC3)n1/N=C/C=C/c1ccccc1,1%,x,x,-15%,-7,21,-6,0,-0.9%,1%,-5
c1ccc(Nc2nc(N3CCCCC3)nc(N3CCNCC3)n2)cc1,-10%,5%,1%,4%,-6,9,11,3,0.3%,-5%,2
CCN(CC)CCn1c(SCC(=O)NCc2ccco2)nc2c(sc3ccccc32)c1=O,-6%,-1%,0%,1%,-2,-1,-29,0,-0.7%,1%,-16
CC(NC(=O)C1CCCCC1)C(c1cccs1)N1CCOCC1 (stereo unspecified),3%,x,-1%,7%,3,-3,3,3,0.0%,-1%,7
COc1cc(/C=N/N2CCN(Cc3ccc(Cl)cc3)CC2)ccc1OC(C)=O,-9%[11.5 µM],12%,7%,-8%,-2,u,-12,-2,-0.6%,-2%,-4
Cc1ccc(-c2nn(-c3cc(N4CCNCC4)ccc3[N+](=O)[O-])c(=O)c3ccccc23)cc1,5%,u,-1%,16%,3,-2,-8,0,0.0%,1%,0
Cn1cccc1Cc1nnc(SCC(=O)N2CCCC2)n1CCc1ccccc1,-3%,0%,2%,4%,10,20,2,3,1.9%,2%,5
O=C(NCCSc1ccc(Cl)cc1)c1ccco1,-3%,2%,-1%,3%,u,-5,8,1,0.3%,4%,-3
COc1cc(SC)ccc1C(=O)Nc1cc(C)ccn1,-2%,4%,4%,-8%,u,-25,13,-8,0.3%,0%,7
CCCN(CC1CC1)C(=O)CSc1ncnc2sccc12,0%,-14%,1%,1%,17,-1,u,-1,0.0%,2%,8

Some of these compounds in order of their number in PKM2 activator, ascending.
Structure	PKM2 activator
O=C(NCCSc1ccc(Cl)cc1)c1ccco1	-3%
Cc1[nH]cc(Br)c(=O)c1Oc1ncc(C(F)(F)F)cc1Cl	0%
Cc1ccc(-c2nn(-c3cc(N4CCNCC4)ccc3[N+](=O)[O-])c(=O)c3ccccc23)cc1	5%

(continued)
Compound,PKM2 activator,Menin MLL FP TR,GALK inhibitor,MLL CXXC-DNA inh,TRPV1 agonist,Giardia killer,KCNH2 3.1 block,FBPA coupling cs,B2AR arrestin,USP2a block,KCNH2 WT inh
COc1ccc(C(Nc2ccc(S(=O)(=O)N3CCOCC3)cc2)C(=O)NCCC(C)C)cc1OC (stereo unspecified),-5%,10%,-3%,-4%,1,16,1,-2,0.3%,0%,-9
Cc1cc(C)cc(N2C(=O)CC(Sc3nnnn3-c3ccccc3)C2=O)c1 (stereo unspecified),15%,-18%,0%,3%,12,-8,-18,x,-1.2%,-3%,51
COc1ccc(NC(=O)c2cncc(Br)c2)c(S(=O)(=O)N2CCOCC2)c1,-1%,7%,8%,9%,-2,12,12,-3,-0.7%,3%,1
CC(=O)c1ccc(OCc2cc(C(=O)N(C)C3CCOC3)no2)cc1 (stereo unspecified),2%,x,-4%,-16%,-4,0,4,x,0.2%,2%,-42
CC(=O)c1ccc(C(=O)NC2CCCN(Cc3ccc(Cl)cc3)C2)s1 (stereo unspecified),1%,x,-7%,31%[activator],u,2,-20,x,-0.2%,3%,35
CC1CCN(c2c(NCC3CCC(C(=O)NCc4ccccc4)CC3)c(=O)c2=O)CC1 (stereo unspecified),-3%,-1%,x,3%,27,-17,-5,3,-0.7%,2%,-5
COc1ccccc1C(=O)Nc1ccc(S(=O)(=O)Nc2onc(C)c2C)cc1,-5%,x,0%,2%,1,12,-1,-3,-0.1%,-1%,-9
COc1ccc(NC(=S)Nc2ccccc2)c(OC)c1,-2%,-14%,-1%,-9%,1,18,6,1,-0.2%,-1%,-9
CN(C)c1ccc(C(=S)NCc2ccco2)cc1,-2%,u,-1%,2%,3,-7,0,0,0.2%,1%,1
CCOc1ccccc1NC(=O)CC1(CC(=O)N2CCOCC2)CCCC1,x,x,x,x,10,3,5,x,0.1%,1%,-6

Among those listed so far, three have an NH in an aromatic ring.
Compound,PKM2 activator,Menin MLL FP TR,GALK inhibitor,MLL CXXC-DNA inh,TRPV1 agonist,Giardia killer,KCNH2 3.1 block,FBPA coupling cs,B2AR arrestin,USP2a block,KCNH2 WT inh
Cc1[nH]cc(Br)c(=O)c1Oc1ncc(C(F)(F)F)cc1Cl,0%,-15%,-7%,3%,3,12,x,1,0.1%,0%,17
COC(=O)CN(c1ccc(C)cc1)S(=O)(=O)c1c(C)[nH]c(=O)[nH]c1=O,-4%,0%,5%,10%,-3,11,-19,6,0.1%,3%,4
S=c1[nH]nc(-c2n[nH]c3c2CCC3)n1/N=C/C=C/c1ccccc1,1%,x,x,-15%,-7,21,-6,0,-0.9%,1%,-5

Screens as filed in PubChem.
